Source: PubChem
ROS inducer: raises reactive oxygen species in U2OS cancer cells. AID 624156. U2OS ROS induction, H2DCF-DA fluorescence. ROS induction (% of piperlongumine), % at 10 µM. actives 2% (n = 46,000); in the data active = ROS induction above about 79%, passing the limit was not always enough;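 also: 0% = DMSO vehicle median and 100% = reference compound median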
* marks the source's active call; other numbers are inactive results.

SMILES	ROS inducer
CCn1cc(NC(=S)Nc2cc(Cl)ccc2OC)c(C(N)=O)n1	-6
C=CCn1c(=O)c2c(nc3n2CCCN3C2CCCCC2)n(C)c1=O	12
Cc1ccc(S(=O)(=O)Nc2ccc3c(c2)C(=O)N([C@H](C)CO)C[C@@H](C)[C@@H](CN(C)Cc2ccccc2)O3)cc1	-15
CC(C)CCNC(=O)c1ccc2c(SCC(=O)O)c3c(nc2c1)CCC3	-5
COc1ccc([N+](=O)[O-])cc1NC(=O)CN(c1ccc(F)c(Cl)c1)S(C)(=O)=O	14
Cc1ccc(S(=O)(=O)Nc2cccc3c2O[C@@H](CN(C)S(C)(=O)=O)[C@@H](C)CN([C@H](C)CO)C3=O)cc1	-13
CCN(CC(=O)Nc1ccc(Br)cc1)S(=O)(=O)c1ccc(C)cc1	-3
C[C@@H]1CN([C@H](C)CO)C(=O)c2cc(NS(=O)(=O)c3ccc(F)cc3)ccc2O[C@H]1CN(C)Cc1ccc(C(=O)Nc2ccccc2N)cc1	-6
COC(=O)c1cccc(COC(=O)c2ccc(NC(=O)c3ccccc3)cc2)c1	8
COc1cccc2sc(NC(=O)c3ccc(S(=O)(=O)N4CCCC(C)C4)cc3)nc12 (stereo unspecified)	48
COc1ccc(CN(C)C[C@@H]2Oc3ccc(NS(=O)(=O)c4c(C)noc4C)cc3CC(=O)N([C@H](C)CO)C[C@@H]2C)cc1	2
O=S(=O)(NC1CCCCC1SC1=NCCS1)c1ccc(Cl)cc1 (stereo unspecified)	5
COc1ccc(NC(=O)c2ccc3c(c2)OCCO3)cc1	11
C[C@H](CO)N1C[C@H](C)[C@H](CN(C)C(=O)Nc2ccc(C(F)(F)F)cc2)Oc2c(NC(=O)CCCCCC(=O)Nc3ccccc3N)cccc2C1=O	27
CCn1c(SCC(=O)Nc2cccc(Cl)c2)nnc1-c1ccc(Cl)cc1Cl	1
O=S(=O)(Cc1ccccc1)c1ccccc1	4
CNC[C@@H]1Oc2ccc(NS(=O)(=O)c3ccc(C)cc3)cc2C(=O)N([C@@H](C)CO)C[C@H]1C	2
C=CCNC(=S)Nc1sc2c(c1C#N)CCCC2	50
C[C@@H]1CN([C@H](C)CO)C(=O)Cc2cc(NC(=O)Cn3cnnn3)ccc2O[C@H]1CN(C)Cc1ccncc1	-5
Cc1noc(C)c1NC(=O)N(C)C[C@@H]1Oc2ccc(NC(=O)CCCCCC(=O)Nc3ccccc3N)cc2CC(=O)N([C@@H](C)CO)C[C@@H]1C	5
C[C@H](CO)N1C[C@H](C)[C@@H](CN(C)Cc2ccc(C(=O)Nc3ccccc3N)cc2)Oc2ccc(NC(=O)Cc3ccccc3)cc2C1=O	1
CC(C)(C)OC(=O)N1CCC[C@H]1/C=N/NC(=O)c1ccccn1	-11
C[C@@H]1CN([C@H](C)CO)C(=O)c2cccc(NC(=O)Nc3ccc4c(c3)OCO4)c2O[C@H]1CN(C)S(=O)(=O)c1ccc(F)cc1	1
C[C@@H]1CN([C@@H](C)CO)C(=O)CCCn2cc(nn2)CO[C@H]1CN(C)C(=O)Nc1ccccc1C(F)(F)F	8
COC(=O)c1c(-c2c(Cl)cccc2Cl)noc1NC(=O)NCc1ccccc1	23
Remaining list, next part
SMILES	ROS inducer
C[C@H]1CN([C@@H](C)CO)C(=O)c2cccc(NC(=O)Nc3cccc4ccccc34)c2O[C@H]1CN(C)Cc1ccccc1	-9
Fc1ccc(NCc2cn(-c3ccccc3)nc2-c2cccs2)c(F)c1	-7
CCCOc1ccc(C2(C(=O)O)CCCC2)cc1	6
COc1ccc(C(C)(C)C)cc1S(=O)(=O)NCC1CCCO1 (stereo unspecified)	8
C[C@@H]1CN([C@@H](C)CO)C(=O)c2cccc(N(C)C)c2O[C@H]1CN(C)C(=O)NC1CCCCC1	4
C[C@H](CO)N1C[C@H](C)[C@H](CN(C)Cc2ccncc2)Oc2c(NS(=O)(=O)c3cn(C)cn3)cccc2C1=O	-8
C[C@@H]1CN([C@H](C)CO)C(=O)c2cccc(NS(=O)(=O)c3cn(C)cn3)c2O[C@H]1CN(C)Cc1ccc(C(=O)O)cc1	-7
Cc1noc(C)c1NC(=O)Nc1ccc2c(c1)C(=O)N([C@H](C)CO)C[C@@H](C)[C@@H](CN(C)C(=O)Nc1cccc3ccccc13)O2	-1
C[C@@H]1CN([C@@H](C)CO)C(=O)c2cccc(NC(=O)NC3CCCCC3)c2O[C@H]1CN(C)CC1CCCCC1	11
CCOC(=O)c1c(NC(=O)CSc2nc(C)c3c(n2)CCCC3)sc2c1CCCC2	16
C[C@H](CO)N1C[C@H](C)[C@H](CN(C)Cc2ccc(F)cc2)Oc2ncc(C#CCN(C)C)cc2C1=O	17
COC(CN(C(C)=O)C1CCCc2c1[nH]c1ccc(C)cc21)OC (stereo unspecified)	-2
C[C@H]1CN([C@@H](C)CO)C(=O)c2cccc(NC(=O)Nc3ccccc3)c2O[C@@H]1CN(C)S(=O)(=O)c1ccc(Cl)cc1	12
CCCNC(=O)Cn1cc2c(n1)CCCCC2	-12
COc1ccc(S(=O)(=O)Nc2ccc3c(c2)C(=O)N([C@H](C)CO)C[C@@H](C)[C@H](CN(C)S(C)(=O)=O)O3)cc1	-7
COCCNC(=S)Nc1nc(OC)cc(OC)n1	2
COc1cc(C(=O)NCC(c2ccccc2)c2c[nH]c3ccccc23)cc(OC)c1OC (stereo unspecified)	-9
C[C@H](CO)N1C[C@H](C)[C@H](CN(C)C(=O)Nc2ccccc2)Oc2ccc(NS(=O)(=O)c3cn(C)cn3)cc2C1=O	-1
COc1ccc(NC(=O)CSc2ncnc3c2sc2nc(N4CCOCC4)c4c(c23)CC(C)(C)OC4)cc1	-4
CS(=O)(=O)N(CC(=O)Nc1ccc(I)cc1)c1ccc2c(c1)OCCO2	-13
O=c1c2c3c(sc2nc2c4ccccc4c(NCCOCCO)nn12)CCCC3	51
C[C@H]1CN([C@@H](C)CO)C(=O)c2cccc(NS(=O)(=O)c3cccs3)c2O[C@@H]1CN(C)C	-7
C[C@@H]1CN([C@H](C)CO)C(=O)Cc2cc(NC(=O)C3CC3)ccc2O[C@H]1CN(C)C	4
c1ccc(-c2csc(N3CCC(c4ccccc4)C3)n2)cc1 (stereo unspecified)	-1
CC1(C)C=Cc2c(c3occc3c3oc(-c4ccccc4)cc(=O)c23)O1	223*
Following part.
SMILES	ROS inducer
Cc1cc(C)c2c(n1)sc1c(SCC(=O)c3ccc(Br)cc3)ncnc12	-8
O=C(O)CCNS(=O)(=O)c1ccc(Br)cc1	-9
CCc1nc(N)nc(N)c1-c1ccc(Cl)cc1	-2
CC(=O)O[C@H]1[C@H](Oc2ccccc2COC(=O)C2(O)C=CCCC2=O)O[C@H](COC(=O)C2(O)C=CCCC2=O)[C@@H](O)[C@@H]1O (stereo partly specified)	89*
Cc1noc(C)c1S(=O)(=O)N(C)C[C@H]1Oc2ccc(NS(=O)(=O)c3cccs3)cc2C(=O)N([C@H](C)CO)C[C@H]1C	20
COc1ccc(NC(=O)Nc2ccc3c(c2)CC(=O)N([C@@H](C)CO)C[C@H](C)[C@@H](CN(C)C(=O)Nc2ccc(OC)cc2)O3)cc1	-14
CC1=CC(C)=NC2=NN=C(NC(=O)Nc3ccc(Cl)c(Cl)c3)C12 (stereo unspecified)	-1
Cc1noc(C)c1S(=O)(=O)Nc1ccc2c(c1)C(=O)N([C@@H](C)CO)C[C@@H](C)[C@H](CN(C)C(=O)Nc1cccc3ccccc13)O2	-4
CC(=O)N1c2ccccc2NC(=O)C1CC(=O)Nc1ccccc1Cl (stereo unspecified)	-11
Cc1noc(C)c1S(=O)(=O)Nc1ccc2c(c1)CC(=O)N([C@H](C)CO)C[C@@H](C)[C@@H](CN(C)Cc1ccc(Oc3ccccc3)cc1)O2	8
O=C(CN1CCOc2ccccc21)NC1CCCCCC1	-5
CC(C)NC(=O)Nc1ccc2c(c1)C(=O)N([C@H](C)CO)C[C@H](C)[C@H](CN(C)S(C)(=O)=O)O2	-20
CCCN(CCC)C(=O)Cn1c(=O)oc2cc(S(=O)(=O)N3CC(C)CC(C)C3)ccc21 (stereo unspecified)	-7
Cc1ccc(S(=O)(=O)Nc2ccc3c(c2)C(=O)N([C@H](C)CO)C[C@@H](C)[C@@H](CN(C)CC2CC2)O3)cc1	-4
CN(CC(=O)Nc1ccccc1C#N)S(=O)(=O)c1cc(Cl)ccc1Cl	0
Cc1cc(C(=O)Nc2cccc3c2O[C@@H](CN(C)S(=O)(=O)c2cn(C)cn2)[C@H](C)CN([C@@H](C)CO)C3=O)n(C)n1	0
CCOC(=O)CC(Sc1ccccc1N)c1cc(OC)c(OC)c(OC)c1 (stereo unspecified)	-4
C=CCNC(=O)c1cc2c(=O)n3ccccc3nc2n(CCC)c1=N	56
CC(C)NC(=O)N(C)C[C@@H]1Oc2ccc(NS(C)(=O)=O)cc2C(=O)N([C@@H](C)CO)C[C@H]1C	-6
C[C@@H]1CN([C@H](C)CO)C(=O)c2cc(NC(=O)CCN3CCOCC3)ccc2O[C@H]1CN(C)S(=O)(=O)c1ccc(Cl)cc1	-6
C/C=C(/C)C(=O)O[C@@H]1Cc2c(ccc3ccc(=O)oc23)OC1(C)C	0
CCCCC[C@H](O)/C=C/[C@H]1C=CC(=O)[C@@H]1CCCCCCC(=O)O	41
C[C@H]1CN([C@@H](C)CO)C(=O)CCCn2cc(nn2)CO[C@@H]1CN(C)S(=O)(=O)c1ccccc1F	-11
C[C@H]1CN([C@@H](C)CO)C(=O)c2cccc(NC(=O)c3cnccn3)c2O[C@H]1CN(C)S(=O)(=O)c1ccccc1	7
C=CC[C@]1(C(=O)NCCN2CCOCC2)COC(c2ccc(OCCCO)cc2)=N1	20

Quoted at random: 2 entries already listed, in no set order.
SMILES	ROS inducer
COC(CN(C(C)=O)C1CCCc2c1[nH]c1ccc(C)cc21)OC (stereo unspecified)	-2
C=CCNC(=S)Nc1sc2c(c1C#N)CCCC2	50

Next section
SMILES	ROS inducer
Cc1ccc(S(=O)(=O)N[C@@H](Cc2ccccc2)C(=O)CCl)cc1	79*
COc1ccc(NC(=O)N(C)C[C@H]2Oc3ccc(NC(=O)c4ccncc4)cc3CC(=O)N([C@@H](C)CO)C[C@@H]2C)cc1	0
O=C1O[C@@H](c2ccccc2)[C@@H](c2ccccc2)N2[C@@H](c3ccc(O)cc3)[C@]3(C(=O)Nc4ccc(C#CC5(O)CCCCCC5)cc43)[C@@H](C(=O)NC[C@H](O)c3ccccc3)[C@H]12	-7
Cc1ccc(C)c(OCCCC(C)(C)C(=O)O)c1	-8
CC(CO)(CO)NS(=O)(=O)c1ccccc1	-1
C[C@@H]1CN([C@@H](C)CO)C(=O)c2cccc(NC(=O)Nc3ccc(C(F)(F)F)cc3)c2O[C@H]1CN(C)S(=O)(=O)c1ccc(Cl)cc1	7
O=S(=O)(NCc1cccc2ccccc12)c1ccccc1	9
C[C@@H]1CN([C@H](C)CO)C(=O)CCCn2nncc2CO[C@H]1CN(C)C(=O)Nc1cccc2ccccc12	19
C[C@H]1CN([C@@H](C)CO)C(=O)c2cc(NC(=O)C3CCCCC3)ccc2O[C@@H]1CN(C)Cc1ccncc1	-2
O=C(NC(c1ccccc1)c1ccccc1)c1ccccc1Cl	-16
CCN(CC)CCNC(=O)c1cc(S(C)(=O)=O)ccc1OC	-3
O=c1[nH]nc(-c2cc(C(F)(F)F)cc(C(F)(F)F)c2)c2ccccc12	8
Cc1ccc(S(=O)(=O)Nc2cccc3c2O[C@H](CN(C)C(=O)NC2CCCCC2)[C@H](C)CN([C@H](C)CO)C3=O)cc1	20
Cc1noc(C)c1S(=O)(=O)Nc1ccc2c(c1)CC(=O)N([C@H](C)CO)C[C@H](C)[C@H](CN(C)C(=O)Nc1ccccc1)O2	4
Cc1ccc(O)c(/C=N/NC(=O)c2cccc(C(=O)NO)c2)c1	12
COc1ccc(NC(=O)N(C)C[C@H]2Oc3ccc(NS(=O)(=O)c4c(C)noc4C)cc3CC(=O)N([C@@H](C)CO)C[C@H]2C)cc1	19
C[C@H](CO)N1C[C@H](C)[C@H](CN(C)CC2CC2)Oc2ccc(NS(=O)(=O)c3ccccc3)cc2C1=O	16
CC(C)C1NC(=O)N(c2ccccc2)C1=O (stereo unspecified)	-10
C[C@@H]1CN([C@H](C)CO)C(=O)Cc2cc(NC(=O)Nc3ccc(F)cc3)ccc2O[C@@H]1CN(C)S(=O)(=O)c1ccccc1	-7
C[C@H](C[C@@H](O)[C@](C)(O)[C@H]1CC[C@@]2(O)C3=CC(=O)[C@@H]4C[C@@H](O)[C@@H](O)C[C@]4(C)C3CC[C@]12C)C(C)(C)O (stereo partly specified)	1
COC(=O)c1c(NC(=O)C2CC=CCC2C(=O)O)sc2c1CCC(c1ccccc1)C2 (stereo unspecified)	43
COc1ccc(S(=O)(=O)N(C)C[C@@H]2Oc3ccc(NC(=O)NC4CCCCC4)cc3CC(=O)N([C@@H](C)CO)C[C@@H]2C)cc1	-7

Structures above with two or more sulfur atoms, in the order listed:
SMILES	ROS inducer
Cc1ccc(S(=O)(=O)Nc2cccc3c2O[C@@H](CN(C)S(C)(=O)=O)[C@@H](C)CN([C@H](C)CO)C3=O)cc1	-13
COc1cccc2sc(NC(=O)c3ccc(S(=O)(=O)N4CCCC(C)C4)cc3)nc12 (stereo unspecified)	48
O=S(=O)(NC1CCCCC1SC1=NCCS1)c1ccc(Cl)cc1 (stereo unspecified)	5
C=CCNC(=S)Nc1sc2c(c1C#N)CCCC2	50
CCOC(=O)c1c(NC(=O)CSc2nc(C)c3c(n2)CCCC3)sc2c1CCCC2	16
COc1ccc(S(=O)(=O)Nc2ccc3c(c2)C(=O)N([C@H](C)CO)C[C@@H](C)[C@H](CN(C)S(C)(=O)=O)O3)cc1	-7
COc1ccc(NC(=O)CSc2ncnc3c2sc2nc(N4CCOCC4)c4c(c23)CC(C)(C)OC4)cc1	-4
C[C@H]1CN([C@@H](C)CO)C(=O)c2cccc(NS(=O)(=O)c3cccs3)c2O[C@@H]1CN(C)C	-7
Cc1cc(C)c2c(n1)sc1c(SCC(=O)c3ccc(Br)cc3)ncnc12	-8
Cc1noc(C)c1S(=O)(=O)N(C)C[C@H]1Oc2ccc(NS(=O)(=O)c3cccs3)cc2C(=O)N([C@H](C)CO)C[C@H]1C	20

The list is partial. The share of hits here may be higher or lower than overall.
